Source: PubChem (National Center for Advancing Translational Sciences (NCATS))
TRHR agonist = TRH receptor (human) agonism. TRHR cells, calcium flux fluo-8, FDSS agonist mode. activation, % at 2 µM. 360,000 compounds, 0.18% hits. AID 493084; in the data active = activation above about 30%; also: 0% is about no effect
Target sequence (P34981 whole entry, looked up): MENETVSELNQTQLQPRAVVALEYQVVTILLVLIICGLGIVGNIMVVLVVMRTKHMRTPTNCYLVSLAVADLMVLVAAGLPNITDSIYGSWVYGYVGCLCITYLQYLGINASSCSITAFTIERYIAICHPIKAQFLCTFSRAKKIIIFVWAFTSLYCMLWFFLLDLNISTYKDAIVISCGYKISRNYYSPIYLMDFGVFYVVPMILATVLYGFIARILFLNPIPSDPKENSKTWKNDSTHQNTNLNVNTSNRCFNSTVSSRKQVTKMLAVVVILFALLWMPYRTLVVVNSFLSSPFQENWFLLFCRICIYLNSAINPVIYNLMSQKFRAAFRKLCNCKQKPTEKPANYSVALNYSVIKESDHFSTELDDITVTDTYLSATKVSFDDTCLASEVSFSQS
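Steps: seed TRHR cells overnight; add fluo-8 no-wash Ca dye, RT 30 min–1.5 h; record 10 s baseline; pin-transfer compounds; monitor fluorescence 1 cycle/s for the agonist window. Calcium increases flag candidate agonists.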
TrxR1 inh = rat TrxR1 inhibition; recombinant rTrxR1, NADPH fluorescence consumption, selenite substrate; Potency, µM (series often up to 114 µM), for inactives: at the highest dose activity change, negative = inhibition, hits mostly inhibitors; 390,000 compounds, 1% hits; AID 588453; also: potency is read from the fitted curve at half-maximal effect; % is scaled to controls: 0 for no effect and ±100 for the full control effect; nearly all actives have a fitted effect of over 65% in size
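Rat TrxR1 (90 nM in the dispensed reagent) was pre-reduced with 400 uM NADPH for 5 min at room temperature, then incubated with compound for 15 min. After 400 uM selenite was added, NADPH fluorescence (Ex 340/Em 450 nm) was followed for 8 min.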
PI4K2A block = inhibitors of human PI4K2A. activity change, negative = inhibition, % at 76.9 µM. purified PI4K2A, ADP-Glo luminescence, 1 h; active compounds read low. Q9BTU6. 420,000 compounds, 0.13% hits; in the data active = activity change below about -50%; inconclusive = mostly about -30% to -49%;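 also: -100% = wells without enzyme as full effect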
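PI4K2A activity was measured by ADP-Glo luminescence: enzyme (4 ug/mL stock) and phosphatidylinositol (1.2 mM stock) in Tris pH 7.5/MgCl2/EGTA/Triton X-100 buffer were reacted with ATP (300 microM stock) for one hour at ambient temperature.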
TrxR1 substrate = is turned over as a substrate by rat TrxR1. O89049. purified TrxR1 substrate turnover, NADPH consumption readout. Potency, µM (series often up to 114 µM), inactives show top-dose activity change, negative = substrate turnover. 390,000 compounds, 0.01% hits; also: potency is read from the fitted curve at half-maximal effect; % is scaled to controls: 0 for no effect and ±100 for the full control effect; nearly all actives have a fitted effect of over 50% in size
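Rat TrxR1, dispensed at 90 nM, was prereduced with 400 uM NADPH (final) for 5 min at ~22 deg C, then incubated with compound 15 min before 400 uM selenite. A first-read NADPH fluorescence drop versus no-compound background flagged substrates.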
IDH1 R132H inh = inhibitors of human mutant IDH1 R132H | O75874 | IDH1-R132H enzyme, NADPH consumption, diaphorase/resazurin fluorescence | Potency, µM (doses to about 76.6 µM), for the others: at the top dose activity change, negative = inhibition, hits mostly inhibitors | 390,000 compounds, 0.093% hits; also: potency is read from the fitted curve at half-maximal effect; % is scaled to controls: 0 for no effect and ±100 for the full control effect; nearly all actives have a fitted effect of over 65% in size
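IDH1-R132H (0.5 ug/mL) preincubated 30 min with compound, then NADPH (0.016 mM) and alpha-KG (2 mM) added; 80 min at RT, pH 7.5. Remaining NADPH coupled via diaphorase/resazurin to fluorescence (540/590 nm); concentration-response curves normalized to no-enzyme control.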
D2 antag = antagonists of human D2 dopamine receptor. AID 485344. inhibition, % at 10 µM. P14416. 340,000 compounds, 2% hits. HEK293 TREx D2 cells, calcium flux, dopamine EC80; in the data active = inhibition above about 30%; also: 0% is about no effect
Target sequence (P14416 whole entry, looked up): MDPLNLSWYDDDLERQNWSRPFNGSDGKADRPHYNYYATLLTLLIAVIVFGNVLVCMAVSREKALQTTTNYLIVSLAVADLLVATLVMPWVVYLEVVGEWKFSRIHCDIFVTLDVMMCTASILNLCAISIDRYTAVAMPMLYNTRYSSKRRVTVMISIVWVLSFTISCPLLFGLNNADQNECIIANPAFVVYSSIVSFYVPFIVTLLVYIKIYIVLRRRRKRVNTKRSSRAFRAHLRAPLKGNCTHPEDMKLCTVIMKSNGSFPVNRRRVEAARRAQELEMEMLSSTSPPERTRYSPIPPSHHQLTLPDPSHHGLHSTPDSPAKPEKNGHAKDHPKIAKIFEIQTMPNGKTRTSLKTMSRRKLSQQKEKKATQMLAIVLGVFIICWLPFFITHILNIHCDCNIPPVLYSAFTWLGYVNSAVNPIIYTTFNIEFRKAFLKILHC
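In this primary screen, negative modulation is detected by tracking calcium flux after an EC80 dopamine challenge in inducible HEK293 T-REx D2 cells preexposed to test compound for 180 s.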
D2 ag = activates the human D2 dopamine receptor. 340,000 compounds, 0.53% hits. HEK293 T-REx D2 cells, calcium flux agonist mode. P14416. activation, % at 2 µM;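 active = activation over 3 SD above normal in the single-dose calcium agonist read, cut at about 30% in these data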; also: 0% is about no effect
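Agonism is scored from calcium flux in a force-coupled, inducible HEK293 cell line expressing D2, read kinetically for 180 s after compound addition against dopamine controls.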
TRHR enhancer = allosterically enhances the human TRH receptor. P34981. 360,000 compounds, 0.66% hits. enhancement, % at 2 µM. TRHR cells, fluo-8 calcium fluorescence, EC20 TRH enhancement; in the data active = enhancement above about 30%; also: 0% is about no effect
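Enhancer read-out: after compound pinning and an initial kinetic agonist-mode read, an EC20 of TRH (10 nM final) was injected and fluo-8 calcium signal (Ex 480/Em 530) followed at 1 s/cycle for 100 cycles in TRHR-expressing cells.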
USP1 inh = blocks the human USP1/UAF1 deubiquitinase complex | O94782 | recombinant USP1/UAF1, Ub-Rhodamine cleavage fluorescence | Potency, µM (doses to about 57.1 µM), for inactives: at the highest dose activity change, negative = inhibition, actives largely listed as inhibitors | AID 743255 | 390,000 compounds, 0.23% hits; also: potency is read from the fitted curve at half-maximal effect; % is scaled to controls: 0 for no effect and ±100 for the full control effect; nearly all actives have a fitted effect of over 60% in size; inactives centre near -12
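Step one: compound is pinned into 1nM USP1/UAF1 in HEPES pH 7.8 buffer with TCEP. Step two: 15 min room-temperature incubation. Step three: Ub-Rho (150nM final) starts cleavage, tracked by fluorescence over six one-minute reads.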
* marks the source's active call; other numbers are inactive results; u = inconclusive; x = not tested or not shown; & = joins results of further samples; [ ] = another dose, or the depositor's remark. Unless noted, calls follow the shape of the dose curve; as a rule, active = well fitted inhibition curve with a large enough effect; inconclusive = small, poorly fitted or top-dose-only effect; inactive = no such curve, though single readings can be large or run the other way.

The line under a structure holds: TRHR agonist, TrxR1 inh, PI4K2A block, TrxR1 substrate, IDH1 R132H inh, D2 antag, D2 ag, TRHR enhancer, USP1 inh
Cc1ccc(N=C2NC(=O)/C(=C\c3cccs3)S2)cc1C
  -0.1, -13%, -2, -2%, 9%, 5, 0.1, -2, -20%
Clc1ccccc1Cc1noc(CN2CCN3CCCC3C2)n1 (centres undefined)
  -0.3, 3%, -2, -7%, -3%, 1, -0.9, -2, 6%
Cc1ccc(/C=N/Nc2nncn2N)cc1
  0.1, 39%[activator], u, 0%, 17%, -15, 0.4, -9, -18%
c1ccc(-n2nnnc2NC2CCCCCC2)cc1
  -1.9, 22%, -3, 14%, 13%, 2, -1.0, 27, -9%
OCCN1CCN(CC(O)COc2ccc3ccccc3c2)CC1 (centres undefined)
  -0.1, 17%&-14%, 5&-1, 9%&-6%, 1%&2%, 12, 0.0, -9, -16%&-1%
COc1cc(C(=O)OC(C)CN2CCN(C)CC2)cc(OC)c1OC (centres undefined)
  0.0, -8%, -5, 6%[57.1 µM], -1%, -3, 0.3, 6, 6%
CCCn1c(SCC(=O)N2CCCC2=O)nc2ccccc2c1=O
  -0.1, -4%, -1, -10%, -4%, -3, -0.1, 2, -5%
Cc1cc(C(=O)Nc2c[nH]c(=O)[nH]c2=O)ccc1[N+](=O)[O-]
  0.9, 9%[57.1 µM], 2, 6%[57.1 µM], 3%, 5, 0.9, -2, 0%
CN(C(=O)C1CCCCC1)C1CCS(=O)(=O)C1 (centres undefined)
  -0.1, 5%[57.1 µM], -1, 0%[57.1 µM], 2%, 2, 0.1, -2, -6%
Cn1c(NC(=O)c2ccccc2F)c(-c2cccs2)c(=O)c2ccccc21
  -0.5, 3%[57.1 µM], 1, 9%[57.1 µM], 5%, -11, 0.4, -4, -11%
O=C(CSc1nc2ccccc2c(=O)n1Cc1ccco1)N1CCCCCC1
  0.2, 0%, 2, 4%, 8%, 0, -0.4, -8, -23%
CCCCC(CC)C(=O)NCc1ccc(F)cc1 (centres undefined)
  -0.1, -5%, -2, -6%, 3%, -1, -0.5, -1, -15%
Cc1c(Cl)ccc2sc(N3CCN(C(=O)C4=COCCO4)CC3)nc12
  0.1, 15%, 0, 4%, 1%, 8, 0.8, 8, -24%
C/C(CC(=O)NC1C2CC3CC(C2)CC1C3)=N\NC(=O)Cc1cccs1 (centres undefined)
  0.2, -19%, 1, -11%, 4%, -3, 0.4, -6, -8%
O=C(/C=C/Nc1ccc(S(=O)(=O)Nc2ncccn2)cc1)c1ccc(Cl)c(Cl)c1
  -0.1, 11%, -5, 4%[57.1 µM], -8%, -3, 0.3, 8, -6%
COc1ccccc1OCC(=O)NCc1nc(-c2ccc(Cl)cc2)no1
  0.1, 15%, -1, -2%, -16%, x, -0.8, 8, -9%
CCN(C(=O)COC(=O)CN1C(=O)c2ccccc2C1=O)c1ccccc1
  x, 10%, -5, 2%, 2%, x, x, x, -16%
Cc1cc(C)c2c(=O)cc(C(=O)Nc3ccccc3Cl)oc2c1
  -0.3, 10%, 2, 3%, -1%, x, -0.7, -5, -9%
COc1cc(S(=O)(=O)n2cnc(C)c2)ccc1Br
  -2.0, 20%[57.1 µM], 2, 8%[57.1 µM], 5%, -5, 0.3, -2, -20%
CCOc1ccc(C(=O)N2CCCCCC2)cc1
  0.1, 13%[57.1 µM], 12, 7%[57.1 µM], 9%, -19, -0.2, 5, 0%
COc1ccc(-c2cn3c(n2)sc2cc(C(=O)NCCc4ccc(OC)cc4OC)ccc23)cc1
  -0.2, 12%, -4, 2%[11.4 µM], -3%, x, -1.2, 0, -26%
O=C(Cn1nnc2c(sc3nc4c(c(-c5ccccc5)c32)CCC4)c1=O)c1ccccc1
  -0.7, 18%, -5, 7%, 1%, -2, 0.1, 5, 2%
COCCn1c(SCC(=O)N2CCOCC2)nnc1-c1ccncc1
  0.5, 5%, 5, 1%, -11%, 15, 0.3, -5, -8%
NNC(=O)CN1C(c2ccc(Br)cc2)=Nc2ccc(Br)cc2C1c1ccccc1 (centres undefined)
  -0.5, -3%[57.1 µM], 0, 7%[57.1 µM], -22%, -3, -1.3, -6, -16%
CCCN(CC(=O)Nc1ccccc1OC)C(=O)c1ccncc1
  0.7, 21%, -2, 2%, -7%, -2, -0.6, -1, -5%
COc1ccc(Cl)cc1C=CC=Nc1ccc(S(N)(=O)=O)cc1
  x, -9%[57.1 µM], 26, 8%[57.1 µM], u, x, x, x, -2%
Cc1c(C(=O)OCC(=O)NCc2ccco2)cccc1[N+](=O)[O-]
  -0.2, -30%, -8, -11%, 10%, -17, -0.2, -2, -14%
CCc1nnc(NC(=O)Cc2c[nH]c3ccccc23)s1
  0.3, 13%, 8, -3%, 9%, -4, -1.6, -6, -23%
CC(=O)c1ccc(OCC(C)C)c(CN2CCCCC2)c1
  0.2, u, 5, 9%, 6%, -13, 0.2, 2, -21%
Cc1ccccc1NC(=S)Nc1ccc(Br)cc1
  2.7, -14%, -2, -4%, 4%, 2, -0.6, -4, -4%

Some of the entries so far, with bars between the fields:
structure | TRHR agonist | TrxR1 inh | PI4K2A block | TrxR1 substrate | IDH1 R132H inh | D2 antag | D2 ag | TRHR enhancer | USP1 inh
COc1ccc(-c2cn3c(n2)sc2cc(C(=O)NCCc4ccc(OC)cc4OC)ccc23)cc1 | -0.2 | 12% | -4 | 2%[11.4 µM] | -3% | x | -1.2 | 0 | -26%
O=C(Cn1nnc2c(sc3nc4c(c(-c5ccccc5)c32)CCC4)c1=O)c1ccccc1 | -0.7 | 18% | -5 | 7% | 1% | -2 | 0.1 | 5 | 2%
COCCn1c(SCC(=O)N2CCOCC2)nnc1-c1ccncc1 | 0.5 | 5% | 5 | 1% | -11% | 15 | 0.3 | -5 | -8%
NNC(=O)CN1C(c2ccc(Br)cc2)=Nc2ccc(Br)cc2C1c1ccccc1 (centres undefined) | -0.5 | -3%[57.1 µM] | 0 | 7%[57.1 µM] | -22% | -3 | -1.3 | -6 | -16%
CCCN(CC(=O)Nc1ccccc1OC)C(=O)c1ccncc1 | 0.7 | 21% | -2 | 2% | -7% | -2 | -0.6 | -1 | -5%
COc1ccc(Cl)cc1C=CC=Nc1ccc(S(N)(=O)=O)cc1 | x | -9%[57.1 µM] | 26 | 8%[57.1 µM] | u | x | x | x | -2%
Cc1c(C(=O)OCC(=O)NCc2ccco2)cccc1[N+](=O)[O-] | -0.2 | -30% | -8 | -11% | 10% | -17 | -0.2 | -2 | -14%
CCc1nnc(NC(=O)Cc2c[nH]c3ccccc23)s1 | 0.3 | 13% | 8 | -3% | 9% | -4 | -1.6 | -6 | -23%

Remaining list, next part.
The line under a structure holds: TRHR agonist, TrxR1 inh, PI4K2A block, TrxR1 substrate, IDH1 R132H inh, D2 antag, D2 ag, TRHR enhancer, USP1 inh
O=C(NCC1CCCO1)c1ccc(-c2ccccc2Cl)o1 (centres undefined)
  -0.2, -23%, -1, -4%, -2%, -18, -0.4, 10, 0%
COc1ccccc1/C=C/C1=NC(=C\N(C)C)/C(=O)O1
  -1.0, 10%[57.1 µM], -4, 5%[57.1 µM], 0%, -5, 0.4, -2, -23%
CCCCn1c(N)c(N(CCOC)C(=O)c2ccc(-c3ccc(C(C)=O)cc3)o2)c(=O)[nH]c1=O
  -0.3, -22%, -3, 34%, 6%, 15, -0.1, 0, -18%
C#CCn1c(=NC(=O)c2cc(-c3cccs3)nc3ccccc23)sc2cc(S(N)(=O)=O)ccc21
  0.7, 7%, -4, 26%, 3%, 9, 1.6, 0, -5%
O=C(O)CC1c2ccccc2C=Cc2ccccc21
  -0.5, -6%[57.1 µM], -3, 12%[57.1 µM], 1%, -7, -0.4, -2, 26%
COc1cccc(N2CCN(C(=O)c3nn(C)c4c3CSc3ccc(C)cc3-4)CC2)c1
  -1.0, 15%[57.1 µM], 1, 0%[57.1 µM], 2%, x, x, 6, -8%
COc1ccc(S(=O)(=O)N2CCC(NC(=O)N3CCOCC3)CC2)cc1
  0.3, 0%, -4, -7%, -7%, -13, 0.9, 8, -14%
COc1ccc2oc(=O)c(C(=O)NC(C)c3ccccc3)cc2c1 (centres undefined)
  -0.1, 5%, -1, 52%[activator], 0%, 19, 0.8, 7, -11%
CCN(C(=O)COC(=O)CCC(=O)c1ccccc1)c1c(N)n(Cc2ccccc2)c(=O)[nH]c1=O
  1.3, 11%, -2, 3%, 8%, -9, -1.0, 6, -17%
COc1cc(OC)c(NC(=O)c2c(C)oc3nc(C)nc(N4CCOCC4)c23)cc1Cl
  0.2, 15%, -2, -2%, 1%, x, 0.3, -1, -6%
CCOC(=O)c1ccc(NC(=S)NN)cc1
  -0.3, u, -1, -8%, -16%, 2, 0.2, -5, -16%
COCC(=O)N(C)C[C@H]1N[C@@](Cc2ccccc2)(C(=O)OC)[C@H]2C(=O)N(Cc3ccccc3)C(=O)[C@@H]12
  x, 10%, 1, 3%, 4%, x, x, x, -8%
COc1ccc(N2CCN(c3ncccc3C#N)CC2)cc1
  -0.3, 20%, -4, 4%, 6%, -10, 1.4, 4, -10%
CCc1ccc(NC(=O)Cc2c(C(=O)O)c(C)cn2C)cc1
  0.4, 5%[57.1 µM], 2, -2%[57.1 µM], 1%, x, 0.1, 15, -9%
COc1ccc(-n2nnnc2SCC#CCO)cc1
  -0.5, 7%, -1, 0%, -8%, -12, -0.7, -2, -4%
COC(=O)c1ccc(COc2ccccc2/C=N/NC(=O)c2cccnc2)cc1
  -0.4, 26%[11.4 µM], 1, -8%[57.1 µM], 0%, -12, 0.6, -6, -27%
COc1ccccc1NC(=O)Cc1coc2cc(C)ccc12
  0.5, 18%, 1, 7%, 7%, -10, 0.3, 6, -9%
COc1ccc(S(=O)(=O)Nc2ccccc2N2CCOCC2)cc1OC
  0.9, 3%, -1, 0%, -1%, -6, 0.0, 10, -5%

Hits appear at their usual frequency; any-hit rate near 3.9%.
